Bioassay records deposited in PubChem by several laboratories.
KCNQ1 pot – potentiates or activates the human KCNQ1 potassium channel; CHO-K1 KCNQ1, thallium flux FluxOR fluorescence; active compounds read high; B-score at 10 µM; 310,000 tested, 0.35% active; AID 2648;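 active = fluorescence ratio B-score, a plate-corrected score, at least three library SD, with initial intensity B-score within 5 SD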
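assay system = KCNQ1-transfected CHO-K1 cells | medium = assay buffer with matched DMSO | probe or stimulus = depolarizing K+/Tl+ stimulus, K2SO4 and Tl2SO4 each 12.5 mM in 5x stock | dosing = single dose | incubation = dye 90 min, compound 20 min, room temperature | detection = kinetic FluxOR fluorescence, 10 s baseline plus 110 s post-stimulus | evaluation = ratio B score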
KCNK3 block – human KCNK3 channel inhibition, primary screen | O14649 | B-score at 10 µM | CHO-KCNK3 thallium flux, FluxOR fluorescence; active compounds read low | 340,000 tested, 0.84% active;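 active = B-score under library mean minus 4 SD, starting fluorescence ratio at most library mean plus 5 SD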;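 note: more negative B-score means stronger inhibition of thallium flux through KCNK3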
hERG rescue – hERG (human) protection from proarrhythmic block; 310,000 tested, 0.51% active; activation (rescue from dofetilide block), less the hit threshold, % at 10 µM; CHO-hERG, FluxOR thallium flux, dofetilide IC70 present; Q12809; AID 1511;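 active = activation above the mean of controls blocked by dofetilide plus 5 SD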;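 note: thallium influx through hERG after potassium depolarization seen as dye fluorescence rise; in these data hits start at about 4.7%; inactives centre near -7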
Target sequence (Q12809 whole entry, looked up): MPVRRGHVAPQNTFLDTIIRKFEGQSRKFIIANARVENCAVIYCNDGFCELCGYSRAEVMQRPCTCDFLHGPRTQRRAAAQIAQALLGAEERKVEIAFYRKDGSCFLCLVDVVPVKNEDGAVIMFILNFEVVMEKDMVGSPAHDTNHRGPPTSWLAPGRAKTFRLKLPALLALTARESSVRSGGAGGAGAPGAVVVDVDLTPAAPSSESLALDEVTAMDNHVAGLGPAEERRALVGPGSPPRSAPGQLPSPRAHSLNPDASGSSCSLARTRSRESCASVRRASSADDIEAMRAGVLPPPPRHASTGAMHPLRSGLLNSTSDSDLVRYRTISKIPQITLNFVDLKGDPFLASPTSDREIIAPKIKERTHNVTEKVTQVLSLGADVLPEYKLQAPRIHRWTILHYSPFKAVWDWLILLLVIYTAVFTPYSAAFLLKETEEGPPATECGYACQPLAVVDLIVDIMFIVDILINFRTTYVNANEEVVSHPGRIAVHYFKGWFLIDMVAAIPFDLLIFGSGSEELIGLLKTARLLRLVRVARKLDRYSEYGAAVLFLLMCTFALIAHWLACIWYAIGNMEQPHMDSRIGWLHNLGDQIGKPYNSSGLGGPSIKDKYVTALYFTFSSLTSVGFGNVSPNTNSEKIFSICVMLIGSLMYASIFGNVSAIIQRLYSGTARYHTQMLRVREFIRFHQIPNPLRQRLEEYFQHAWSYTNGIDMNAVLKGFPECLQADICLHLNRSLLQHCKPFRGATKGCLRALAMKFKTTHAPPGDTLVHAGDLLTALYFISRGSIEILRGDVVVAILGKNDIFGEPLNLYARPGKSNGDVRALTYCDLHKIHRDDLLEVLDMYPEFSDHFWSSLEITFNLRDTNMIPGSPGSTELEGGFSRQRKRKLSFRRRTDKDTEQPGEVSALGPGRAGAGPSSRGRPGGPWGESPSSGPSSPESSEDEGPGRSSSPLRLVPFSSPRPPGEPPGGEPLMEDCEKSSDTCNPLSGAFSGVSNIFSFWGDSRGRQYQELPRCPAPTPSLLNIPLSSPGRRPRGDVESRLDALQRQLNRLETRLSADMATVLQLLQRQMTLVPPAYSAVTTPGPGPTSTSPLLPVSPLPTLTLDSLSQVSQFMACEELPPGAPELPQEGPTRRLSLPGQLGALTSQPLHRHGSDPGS
GSK3B inh – blocks human GSK3beta kinase activity; activity score (negative = inhibition), % at 10 µM; AID 2097; 300,000 tested, 0.038% active; GST-GSK3beta kinase, ADP-Glo luminescence, 60 min; active compounds read low; P49841;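 active = more than half of replicate wells score below -50%, meaning over 50% inhibition versus plate controls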;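 note: 0% = median DMSO wells and -100% = median GW8510 positive control wells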
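Assay system: GST-fused GSK3beta enzyme, cell-free / Medium: Tris pH 7.5 buffer with MgCl2, DTT, BSA, heparin / Also added: peptide substrate plus 25 µM ATP (final) / Compound: 10 µM single point / Timing: kinase reaction with compound 60 min at room temperature / Detection: ADP-Glo luminescence / Benchmarks: DMSO neutral wells and GW8510 at 20 µM as positive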
GSK3A inh – inhibitors of human GSK-3 alpha kinase; ADP-Glo luminescence, 60 min; inhibition, % at 10 µM; 320,000 tested, 0.1% active;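 in the data active = inhibition above about 50%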;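 note: GST-tagged GSK-3 alpha with peptide substrate and 25 µM ATP; 0% = DMSO neutral wells and 100% = GW8510 positive control wells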
RGS4 pot – potentiators or activators of RGS4. AID 463111. B-score at 10 µM. 310,000 tested, 0.92% active. HEK293 M3R/inducible RGS4, carbachol calcium flux Fluo4; active compounds read low;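 active = B-score of the integrated calcium signal more than 4 SD below the library mean, with starting fluorescence not abnormally high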;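 note: negative B-score means reduced calcium response which marks RGS4 activation or potentiation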
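Reagent: ECmax carbachol challenge; Test system: M3R-expressing HEK293 line, RGS4 induced by doxycycline; Schedule: overnight RGS4 induction, 30 min dye load 37 °C, 20 min compound RT; Detection: calcium dye Fluo4 fluorescence; Read-out: Agonist-evoked peak-minus-minimum fluorescence over baseline, integrated ratio, B score.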
KCNK9 inh – human KCNK9 channel inhibition; B-score at 10 µM; Q9NPC2; 310,000 tested, 1.2% active; AID 488922; HEK293 KCNK9, FluxOR thallium flux fluorescence; active compounds read low;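 active = ratio B-score over 3 SD below the library mean, with starting fluorescence within 5 SD of its mean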;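 note: negative B-score means less thallium flux so channel inhibition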
DYRK1A inh – Dyrk1A (rat) kinase inhibition | Q63470 | ADP-Glo luminescence, NFATc1 peptide | inhibition, % at 12.5 µM | 310,000 tested, 0.43% active | AID 504441; in the data active = inhibition above about 50%;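 note: plate controls were vehicle with enzyme for no effect and no enzyme for full effect; many of its hits are not listed in these tables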
PolyA inhibitor – yeast polyadenylation inhibition | S. cerevisiae SKY197-pL101 polyadenylation reporter, beta-gal luminescence; efflux-impaired pdr1/pdr3 knockout yeast; score 100 = 6 SD above DMSO | calls only at 12 µM | 300,000 tested, 0.02% active | AID 1875;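 active = lowest replicate activity score at least 50, where 100 means six control SD above control mean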;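 note: yeast exposed to compound for 9 h at 30 °C; higher score means more reporter readthrough which indicates perturbed polyadenylation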
KCNQ1 block – human KCNQ1 channel inhibition; P51787; CHO-K1 KCNQ1, FluxOR thallium flux fluorescence; active compounds read high; B-score at 10 µM; 310,000 tested, 1.3% active;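 active = compounds whose thallium flux B-score, printed positive for inhibition, exceeds three library SD while starting fluorescence stays within three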;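 note: channel opened by potassium depolarization with thallium stimulus after 20 min compound exposure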
RGS4 block – human RGS4 inhibition; HEK293 M3R/RGS4 inducible, Fluo-4 calcium flux; active compounds read high; triggered by carbachol at its EC20; 310,000 tested, 0.45% active; B-score at 10 µM; P49798;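 active = B-score, a plate-corrected calcium signal, over three deviations above library mean, with baseline fluorescence within five deviations of library mean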;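 note: RGS4 expression induced by doxycycline in cells with stable M3 receptor; B-score is computed from the integrated fluorescence ratio over baseline after carbachol; higher B-score means a larger calcium signal and so more RGS4 inhibition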
The depositor's hits bear a star; i = inactive; . = not tested or not shown.

SMILES	KCNQ1 pot	KCNK3 block	hERG rescue	GSK3B inh	GSK3A inh	RGS4 pot	KCNK9 inh	DYRK1A inh	PolyA inhibitor	KCNQ1 block	RGS4 block
CCOC(=O)c1cn(CC2CC2)c2cc(F)c(F)cc2c1=O	i	i	-9	-2	5	i	i	-2	i	i	i
CCOCCCNS(=O)(=O)c1ccc(NC(=O)C2CC(=O)N(c3ccc(C)cc3)C2)cc1 (stereo not given)	i	i	-10	2	1	i	i	-5	i	i	i
CN(C(=O)C1CCOC1)c1nnc(-c2ccccn2)s1 (stereo not given)	i	i	3	0	-2	i	i	-3	i	i	i
CC(C)(C)Cc1nnc(NC(=O)c2ccco2)s1	i	i	18*	-2	6	i	i	2	i	i	i
CCOC(=O)c1c(CN2CCCCC2)n(C)c2ccc(OC)c(S(=O)(=O)c3ccccc3)c12	i	i	-8	-1	-4	i	i	-3	i	i	i
COc1ccccc1N1CCN(CC(O)COCCOc2ccc(Br)cc2)CC1 (stereo not given)	i	i	-11	-3	1	i	i	0	i	i	i
O=C(COC(=O)C1(c2ccccc2)CC1)NNC(=O)c1ccccc1	i	i	-4	2	-1	i	i	5	i	i	i
CC(C)CN(CC(C)C)S(=O)(=O)N1CCC(C(=O)NC2CCCCCCC2)CC1	i	i	-4	4	-3	i	i	-2	i	i	i
O=S(=O)(c1ccc(Oc2ccc(-c3nnco3)cc2)nc1)N1CCC(Cc2ccccc2)CC1	i	i	-10	3	-1	i	i	-8	i	i	i
CCOC(=O)N1CCN(C(=O)CS(=O)Cc2nc(-c3ccc(C)cc3)oc2C)CC1 (stereo not given)	i	i	-10	1	-1	i	i	-5	i	i	i
Cc1ccc(C)c(OCCCC(=O)Nc2nccs2)c1	i	i	-1	4	1	i	i	2	i	i	i
COCCn1nnnc1C(c1cccs1)N1CCN(c2cc(C)ccc2C)CC1 (stereo not given)	i	-9.2*	-8	1	0	i	-8*	.	i	i	i
COc1ccccc1C/C(N)=N/OC(=O)c1ccc2c(c1)OCO2	i	i	-8	-4	4	i	i	16	i	i	i
O=C(NCc1ccccc1)C1CCCN(S(=O)(=O)c2cccs2)C1 (stereo not given)	i	i	-5	-2	-4	i	i	-9	i	i	i
Cc1c(C(=O)Nc2ccccn2)oc2ccc(Br)cc12	i	i	-7	2	-3	i	-9.3*	-10	i	i	i
CCc1ccc(C2CC(=O)Nc3c2c(=O)nc2c(C)cccn32)cc1 (stereo not given)	i	i	-7	1	2	i	i	.	i	i	i
O=C(CN1CCCCCC1)Nc1ccc(Oc2ccccc2)cc1	19*	i	18*	-2	-1	i	i	4	i	i	i
COC(=O)c1sccc1NC(=O)c1c(C)noc1C	i	i	-10	1	-1	i	i	-16	i	i	i
CCCCCNCc1cccn1C	i	i	-5	-1	1	i	i	-1	i	i	i
COc1ccc(S(=O)(=O)N2CCCCC2)cc1NC(=O)c1cc(C)on1	i	i	-1	2	-1	i	i	.	i	i	i
CCc1c(C)sc(NC(=S)NC(C)C2CCCO2)c1C(=O)OC (stereo not given)	i	i	-13	-2	-3	i	i	2	i	i	i
CCCCOc1ccc(C(C)NC(=O)CCS(=O)(=O)Cc2ccccc2F)cc1 (stereo not given)	i	i	-7	2	-2	i	i	-6	i	i	i
O=C(CSc1nc2ccccc2s1)NC1CCCC1	i	i	2	-1	-3	i	i	3	i	i	i
O=C(NCC12CC3CC(CC(C3)C1)C2)c1nc2ncccn2n1	i	i	-6	0	0	i	i	-1	i	i	i
COCCNC(=O)Cn1c(=O)n(CCCCCC(=O)Nc2ccccc2)c(=O)c2sccc21	i	i	-3	-2	0	i	i	0	i	i	i

Record cards, from the list above. Order of screens: KCNQ1 pot, KCNK3 block, hERG rescue, GSK3B inh, GSK3A inh, RGS4 pot, KCNK9 inh, DYRK1A inh, PolyA inhibitor, KCNQ1 block, RGS4 block
Entry for O=C(CN1CCCCCC1)Nc1ccc(Oc2ccccc2)cc1 = 19*, i, 18*, -2, -1, i, i, 4, i, i, i
Entry for COCCNC(=O)Cn1c(=O)n(CCCCCC(=O)Nc2ccccc2)c(=O)c2sccc21 = i, i, -3, -2, 0, i, i, 0, i, i, i
Entry for O=C(COC(=O)C1(c2ccccc2)CC1)NNC(=O)c1ccccc1 = i, i, -4, 2, -1, i, i, 5, i, i, i

Of the compounds above, 4 contain a halogen.
SMILES	KCNQ1 pot	KCNK3 block	hERG rescue	GSK3B inh	GSK3A inh	RGS4 pot	KCNK9 inh	DYRK1A inh	PolyA inhibitor	KCNQ1 block	RGS4 block
CCOC(=O)c1cn(CC2CC2)c2cc(F)c(F)cc2c1=O	i	i	-9	-2	5	i	i	-2	i	i	i
COc1ccccc1N1CCN(CC(O)COCCOc2ccc(Br)cc2)CC1 (stereo not given)	i	i	-11	-3	1	i	i	0	i	i	i
Cc1c(C(=O)Nc2ccccn2)oc2ccc(Br)cc12	i	i	-7	2	-3	i	-9.3*	-10	i	i	i
CCCCOc1ccc(C(C)NC(=O)CCS(=O)(=O)Cc2ccccc2F)cc1 (stereo not given)	i	i	-7	2	-2	i	i	-6	i	i	i

Further records follow:
SMILES	KCNQ1 pot	KCNK3 block	hERG rescue	GSK3B inh	GSK3A inh	RGS4 pot	KCNK9 inh	DYRK1A inh	PolyA inhibitor	KCNQ1 block	RGS4 block
COc1ccc(N=Cc2c(O)n(-c3cccc(C)n3)c(=O)c3ccccc23)cc1	i	i	-13	-1	-2	i	i	1	i	i	i
Cc1ccc(NC(=O)Nc2cccnc2)cc1NC(=O)Nc1cccnc1	i	i	-9	-6	2	i	i	0	i	i	i
COc1cccc(CN2CC(C(=O)N3CCN(C(C)C)CC3)CCC2=O)c1 (stereo not given)	i	i	-4	1	1	i	i	-7	i	i	i
O=S(=O)(Nc1cccc(-c2cn3ccsc3n2)c1)c1ccc(F)cc1	i	i	-16	1	.	i	i	4	i	i	i
Cc1cc(N2CCOCC2)nc2ccc(NC(=O)C3CCC(C)CC3)cc12 (stereo not given)	i	i	-16	1	-1	i	i	-1	i	i	i
CC/C(=C\c1oc2cc3ccccc3cc2[n+]1CC)Nc1ccccc1	i	-10*	-27	1	0	i	i	1	i	9*	i
Cc1ccc2c(n1)sc1c(-c3ccc(Br)cc3)c(C#N)c(N)nc12	i	i	3	.	-1	i	i	.	i	i	i
COc1cc(C(C)=O)ccc1COc1ccc(C(=O)OC(C)C(=O)NC(N)=O)cc1OC (stereo not given)	i	i	-16	0	-2	i	i	-1	i	i	i
O=C(Nc1ccccc1)Nc1ccc(Oc2cccnc2)nc1	i	i	-4	2	-3	i	i	.	i	i	i
Cc1nnc(SCC(=O)Nc2ccc3c(c2)OCCO3)s1	i	i	-2	-1	-1	i	i	-3	i	i	i
CCCc1ccc2oc(C(=O)N3CCC(COC)C3)c(C)c2c1 (stereo not given)	i	i	-9	3	0	i	i	2	i	i	i
Cc1ccc(OCc2cc(C(=O)N(C)Cc3nccn3C)no2)cc1C	i	i	-10	-8	8	i	i	-6	i	i	i
Cc1ccc2cc(CCNC(=O)c3ccco3)c(=O)[nH]c2c1	i	i	-1	3	0	i	i	-1	i	i	i
CCOC(=O)/C(=C/c1cn(C)c2ccccc12)NC(=O)c1ccccc1	i	i	-4	2	-4	i	i	-8	i	i	i
COc1cccc(N2C(=O)CN(Cc3ccc(OC)c(OC)c3)C2=S)c1	i	i	-3	5	0	i	i	3	i	i	i
CC(C)Oc1cccc(C(=O)Nc2ccc(N3CCN(S(C)(=O)=O)CC3)cc2)c1	i	i	-8	0	0	i	i	2	i	i	i
O=C(OC(C(=O)NCc1cccs1)c1ccc(F)cc1)c1ccco1 (stereo not given)	i	i	-8	-6	-1	i	i	-7	i	i	i
COc1ccc(C(=O)NNC(=O)COc2ccc(Cl)cc2C)cc1S(=O)(=O)N1CCOCC1	i	i	-12	1	-1	i	i	.	i	i	i
CC(C)[N+](C)(C)CC(O)CN(c1ccccc1)c1ccccc1 (stereo not given)	i	i	-6	-1	-1	i	i	-8	i	i	i
Nc1nonc1NC(=O)CSc1ncccc1C(=O)O	i	i	-7	-1	-3	i	i	1	i	i	i
N#Cc1cc2sc3nc4ccccc4n3c2cc1C#N	i	.	-6	0	.	i	i	.	i	i	i
CCOC(=O)CCCNC(=O)CN1CCC(c2nc3ccccc3s2)CC1	i	i	-4	-1	2	i	i	3	i	i	i
COC(=O)c1sc(NC(=O)COc2ccc(OC)cc2)nc1C	i	i	-1	-2	.	i	i	-4	i	i	i
Cc1c(NC(=S)NC(=O)c2cccc(Br)c2)c(=O)n(-c2ccccc2)n1C	i	i	-8	0	-2	i	i	7	i	i	i
Cn1c(=O)c2c(nc(CN3CCCCC3)n2CCCc2ccccc2)n(C)c1=O	i	i	-21	1	-1	i	i	-2	i	i	i

Additional results:
SMILES	KCNQ1 pot	KCNK3 block	hERG rescue	GSK3B inh	GSK3A inh	RGS4 pot	KCNK9 inh	DYRK1A inh	PolyA inhibitor	KCNQ1 block	RGS4 block
COc1ccc(N2CCN(C(=S)Nc3ccc(C)cc3)CC2)cc1	i	i	-6	1	-1	i	i	-1	i	i	i
Cc1ccc2nc(N(CCCN(C)C)C(=O)c3ccc(S(=O)(=O)N4CCc5ccccc5C4)cc3)sc2c1	i	i	-13	0	2	-7.8*	i	-6	i	i	i
CCOc1ccccc1CNC(=O)c1c([N+](=O)[O-])c(C)nn1C	i	i	-11	-2	5	i	i	2	i	i	i
N/C(=N\OC(=O)/C=C/c1ccccc1)c1ccc(Cl)cc1	i	i	-4	0	-1	i	i	.	i	i	i
CC(=O)N1c2ccc(S(=O)(=O)N3CCC(C(=O)NC4CCCCC4C)CC3)cc2CC1C (stereo not given)	i	i	-20	0	-1	i	i	-5	i	i	i
COc1ccccc1C(=O)N1CCN(c2ccc(N3CCOCC3)nn2)CC1	i	i	-7	-1	.	i	i	-3	i	i	i
CC1CCC(C(C)C)C(=O)/C1=C/c1ccc(N)cc1 (stereo not given)	i	i	-7	-6	1	i	i	-5	i	i	i
CN(Cc1ccccc1)C(=O)CSc1nnc(-c2ccco2)n1-c1ccccc1	i	i	-16	3	1	i	i	-9	i	i	i
O=C(CSc1ccc(-c2ccccn2)nn1)N1CCc2ccccc21	i	i	-6	-2	-1	i	i	.	i	i	i

Not all compounds are listed. The share of hits here may be higher or lower than overall.
